Runt-CBFb FRET = inhibitors of human RUNX1 Runt domain binding to CBFb. Q01196+Q13951. Cerulean-Runt/Venus-CBFb FRET ratio 530/480, 1 h. inhibition, % at 20 µM. 220,000 compounds, 0.46% hits;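 active = inhibition over about 50% at 20 µM in the single-dose screen, limit read from the data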;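 also: 0% = DMSO wells and 100% = excess unlabeled CBFb competitor control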
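Assay system: Cerulean-Runt domain fusion protein, energy donor; Signal: fluorescence energy transfer, 422 nm excitation, 530/480 nm emission; Timing: 1 h compound exposure, room temperature; Control set: unlabeled CBFb; Medium: Tris buffer pH 7.5 with salts and BSA; Compound: single test concentration of 20 µM, 1% DMSO final; Probe or stimulus: Venus-CBFb 100 nM.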
NPY-Y2 PAM-ag = potentiates or activates human NPY-Y2 receptor; 220,000 compounds, 0.45% hits; cells expressing NPY-Y2, potentiator/agonist read-out; activation, % at 3.6 µM; P49146; in the data active = activation above about 27%;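 also: cells stimulated with NPY near EC25 plus isoproterenol at EC100; 0% = vehicle plus submaximal agonist and 100% = vehicle plus saturating agonist; some results beyond the cut were filed as inactive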
Target sequence (P49146 whole entry, looked up): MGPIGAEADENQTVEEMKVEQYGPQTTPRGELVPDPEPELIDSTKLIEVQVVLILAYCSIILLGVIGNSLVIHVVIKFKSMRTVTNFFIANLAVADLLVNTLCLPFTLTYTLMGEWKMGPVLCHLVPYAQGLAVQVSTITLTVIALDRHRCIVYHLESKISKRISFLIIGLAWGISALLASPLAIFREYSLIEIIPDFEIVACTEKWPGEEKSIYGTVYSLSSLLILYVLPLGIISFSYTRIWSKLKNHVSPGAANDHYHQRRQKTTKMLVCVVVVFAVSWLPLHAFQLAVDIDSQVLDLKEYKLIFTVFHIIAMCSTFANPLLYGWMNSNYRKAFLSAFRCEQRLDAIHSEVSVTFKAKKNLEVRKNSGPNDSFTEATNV
p97 ATPase inh = blocks human p97 ATPase activity; P55072; recombinant p97 ATPase, Kinase-Glo ATP luminescence, 3 h; inhibition, % at 8 µM; 220,000 compounds, 0.42% hits; AID 1481; in the data active = inhibition above about 15%;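 also: 0% = DMSO vehicle and 100% = wells lacking enzyme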
NPY1 pot ag = potentiators or agonists of human neuropeptide Y receptor Y1. activation, % at 3.6 µM. AID 1304. 220,000 compounds, 0.37% hits. NPY-Y1 expressing cells, potentiator/agonist activation. P25929; in the data active = activation above about 33%, passing the limit was not always enough;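 also: cells stimulated with NPY at EC10 then isoproterenol at EC100; 0% = low agonist plus stimulus and 100% = saturating agonist plus stimulus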
Mdm2 ligase inh = blocks human Mdm2 ubiquitin ligase activity. Q00987. cell-based MDM2 ubiquitination luciferase reporter, 2 h; 0 = plate control, 100 = twice control, blank-subtracted. signal enhancement, % at 5 µM. 210,000 compounds, 0.11% hits;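 active = signal enhancement of 30% or more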;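 also: luminescence tracks abundance of the self-degrading MDM2-luciferase fusion protein; higher signal means inhibition of MDM2 E3 ligase activity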
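Material: Stable MDM2–luciferase fusion reporter cells | Amount: 2000 cells seeded into each well | Dosing: One concentration, 5 µM, with 0.2% DMSO | Incubation: 4 h cell settling then 2 h compound exposure, 37 °C | Measured by: Luciferase luminescence | Read-out basis: % enhancement relative to plate controls after blank subtraction | Benchmarks: Control and blank well means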
Runt-SMMHC FRET = blocks binding of human RUNX1 Runt domain to CBFb-SMMHC; Q01196+Q13951; Cerulean-Runt/Venus-CBFb-SMMHC FRET ratio 530/480, 1 h; inhibition, % at 20 µM; 220,000 compounds, 0.74% hits; AID 1434;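 active = mean inhibition across duplicate retests at 20 µM reaching about 50%, limit read from the data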;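 also: 0% = DMSO wells and 100% = wells with excess untagged CBFb-SMMHC; inhibitors lower the FRET ratio by blocking Runt binding to CBFb-SMMHC; some results filed as inactive read as strong as hits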
RBBP9 inhibitor = human RBBP9 hydrolase inhibition; 220,000 compounds, 0.2% hits; O75884; AID 1515; recombinant RBBP9, FP-Rh probe fluorescence polarization; inhibition, % at 7.94 µM;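 active = inhibition above the campaign mean of all tested compounds plus 3 SD, cut at about 14% in these data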;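 also: plate controls were DMSO wells with RBBP9 for no effect and wells lacking RBBP9 protein for full effect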
Target sequence (O75884 whole entry, looked up): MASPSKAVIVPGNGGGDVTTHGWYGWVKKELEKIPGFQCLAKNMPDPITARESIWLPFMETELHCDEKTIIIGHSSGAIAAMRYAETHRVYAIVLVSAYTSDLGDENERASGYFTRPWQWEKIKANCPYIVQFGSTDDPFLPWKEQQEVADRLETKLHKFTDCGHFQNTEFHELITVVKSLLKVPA
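Measured by – fluorescence polarization · Test system – RBBP9 protein · Input – 2.5 µM RBBP9 dispensing solution, before mixing · Measure – percent inhibition from mP, scaled between DMSO and no-protein wells · Benchmarks – DMSO-treated enzyme wells and wells lacking RBBP9 · Times – preincubation 30 min plus labeling 45 min at 25 °C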
NPY Y1 blocker = antagonists of human neuropeptide Y receptor Y1; P25929; HEK293-CNG Y1 cells, membrane potential fluorescence; NPY at EC95, then isoproterenol; inhibition, % at 3.6 µM; 200,000 compounds, 1% hits; AID 1040;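 active = inhibition above the campaign mean inhibition of all tested compounds plus 3 SD, cut at about 20% in these data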;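 also: 0% = DMSO wells given NPY plus isoproterenol and 100% = isoproterenol alone without NPY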
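Material: HEK293 cells with Y1 receptor plus CNG channel; times: compound incubation 1 h at room temperature, readout 45 min post-stimulation; signal: fluorescence, membrane potential probe; read-out basis: fluorescence ratio normalized to % inhibition between controls; benchmarks: full-block control isoproterenol-only wells, zero-block control NPY plus isoproterenol wells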
Hck-Nef inh = human Hck-Nef kinase inhibition; Recombinant Hck-YEEI plus Nef, Z-Lyte FRET kinase assay; P08631; 220,000 compounds, 0.68% hits; AID 463187; inhibition, % at 20 µM;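 active = Hck-Nef kinase inhibition above about 50%, limit read from the data; inactive = inhibition below that limit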;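 also: 0% = DMSO with Hck plus Nef and 100% = Hck alone without Nef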
* marks the source's active call; other numbers are inactive results; . = no result given. Hits appear at their usual frequency; any-hit rate near 3.5%.

SMILES	Runt-CBFb FRET	NPY-Y2 PAM-ag	p97 ATPase inh	NPY1 pot ag	Mdm2 ligase inh	Runt-SMMHC FRET	RBBP9 inhibitor	NPY Y1 blocker	Hck-Nef inh
O=C1N(c2ccccc2)C(=Nc2ccccc2)SC12CC2	0.2	6.2	7.2	15.5	-2.6	-5.0	8.9	.	13.4
O=C(NN=C1CCCCCCC1)c1ccc(F)cc1	0.3	2.6	1.3	-1.8	6.2	2.2	-5.5	-0.4	8.0
O=C(CCc1ccccc1)Nc1ccc(F)cc1F	0.2	14.6	-4.6	-1.1	-10.8	0.7	-13.1	3.6	-16.8
Cc1ccc(-c2nc(-c3ccccc3)no2)cc1	-0.6	-7.4	2.4	11.0	-63.9	-1.7	1.9	4.6	0.6
COc1ccccc1S(=O)(=O)CC(O)COc1ccc(C#N)cc1 (stereo unspecified)	-1.4	-12.3	-0.4	8.0	-3.2	2.8	-1.9	1.2	26.7
O=C(Nc1ccc2oc(-c3ccccc3F)nc2c1)c1ccc2c(c1)OCCO2	0.4	-22.2	3.9	-17.2	-5.8	0.1	-22.0	2.9	8.3
COCCNc1oc(-c2ccc(F)cc2)nc1C#N	1.2	18.3	0.8	7.8	-12.4	-2.3	-6.3	3.8	0.6
COc1ccc(/C=N/OCC(=O)Nc2ccc3c(c2)OCO3)c(OC)c1	-0.9	-24.4	-0.4	-20.0	-5.9	5.8	-4.4	7.7	8.3
Cc1nnc(N/N=C/c2cccc(OCc3ccc(Cl)c(Cl)c3)c2)n1N	8.0	-8.2	0.7	-24.9	-8.1	0.1	-6.3	0.2	2.1
Cc1cc(N/N=C/c2ccco2)c2ccccc2n1	0.6	-9.2	1.8	2.4	-14.5	-6.8	-2.2	-1.3	9.7
COc1ccccc1CN1CCNC(=O)C1CC(=O)NCCOc1cccnc1 (stereo unspecified)	1.7	13.6	-0.7	3.1	-4.4	-5.0	4.8	-2.2	4.2
C=CCN(CC(=O)Nc1c(C)cccc1CC)C(=O)SCCC	-0.7	-13.6	-1.1	-15.2	-9.3	1.3	-2.3	19.6	9.6
COc1ccc(C(=O)COC(=O)COc2ccc(C)c(C)c2)cc1	-2.2	-13.9	0.6	-18.4	-7.2	-4.0	-5.9	5.5	2.5
O=C(COc1ccccc1)N1N=C(c2cccnc2)CC1(O)C(F)(F)F (stereo unspecified)	-1.0	9.3	1.9	-5.9	2.0	9.2	8.6	7.2	6.0
Cc1ccc(NC(=O)C2CCCN2C(=O)NC2CCCCC2)cc1C (stereo unspecified)	0.4	-14.5	-1.7	-11.9	-10.6	-1.6	-6.0	-2.2	-9.9
Cc1cc(C)n2c(Br)c(CN3CCCC(C)C3)nc2n1 (stereo unspecified)	1.6	2.8	-2.1	1.2	-9.3	2.4	-7.1	8.8	20.7
O=C(CCNS(=O)(=O)c1cccs1)Nc1ccccc1F	0.2	12.2	2.9	7.9	-18.1	0.0	-3.3	-0.9	-0.8
O=C(O)C(F)(F)C(NCc1ccccc1)c1ccccc1 (stereo unspecified)	-0.7	-8.1	1.5	11.8	.	-0.9	-5.7	.	24.7
CCOc1ccccc1NC(=O)COC(=O)CNS(=O)(=O)c1ccc(C)cc1	-2.4	1.0	-2.4	3.1	-4.9	-1.1	-2.7	1.9	5.4
COCCCNC(=O)c1ccc2c(c1)OCO2	0.9	11.7	5.4	9.1	-9.2	2.3	-10.6	9.1	0.4
COc1cccc(S(=O)(=O)Nc2ccc(C(=O)N3CCCCCC3)cc2)c1	-0.8	-23.1	-3.5	0.7	-30.4	-0.1	-4.6	-0.6	-1.9
CCOC(=O)C1=C(CSc2nc3c(cc2C#N)CCC3)OC(N)=C(C#N)C1c1ccccc1 (stereo unspecified)	.	-12.8	3.2	-8.1	5.0	29.7	-8.2	0.2	1.1
CCCn1c(CN2CCN(C)CC2)nc2ccccc21	1.5	-7.0	-0.7	-1.4	-8.8	-6.6	-3.6	-8.8	-0.5
O=C(Nc1nc2c(F)cc(F)cc2s1)C1COc2ccccc2O1 (stereo unspecified)	0.9	16.9	6.2	19.0	-7.4	-1.0	-6.9	.	27.7

Reprinted at random: 3 entries already listed
SMILES	Runt-CBFb FRET	NPY-Y2 PAM-ag	p97 ATPase inh	NPY1 pot ag	Mdm2 ligase inh	Runt-SMMHC FRET	RBBP9 inhibitor	NPY Y1 blocker	Hck-Nef inh
CCOC(=O)C1=C(CSc2nc3c(cc2C#N)CCC3)OC(N)=C(C#N)C1c1ccccc1 (stereo unspecified)	.	-12.8	3.2	-8.1	5.0	29.7	-8.2	0.2	1.1
COc1ccccc1S(=O)(=O)CC(O)COc1ccc(C#N)cc1 (stereo unspecified)	-1.4	-12.3	-0.4	8.0	-3.2	2.8	-1.9	1.2	26.7
Cc1nnc(N/N=C/c2cccc(OCc3ccc(Cl)c(Cl)c3)c2)n1N	8.0	-8.2	0.7	-24.9	-8.1	0.1	-6.3	0.2	2.1

By substructure: those above containing a cyano group.
SMILES	Runt-CBFb FRET	NPY-Y2 PAM-ag	p97 ATPase inh	NPY1 pot ag	Mdm2 ligase inh	Runt-SMMHC FRET	RBBP9 inhibitor	NPY Y1 blocker	Hck-Nef inh
COc1ccccc1S(=O)(=O)CC(O)COc1ccc(C#N)cc1 (stereo unspecified)	-1.4	-12.3	-0.4	8.0	-3.2	2.8	-1.9	1.2	26.7
COCCNc1oc(-c2ccc(F)cc2)nc1C#N	1.2	18.3	0.8	7.8	-12.4	-2.3	-6.3	3.8	0.6
CCOC(=O)C1=C(CSc2nc3c(cc2C#N)CCC3)OC(N)=C(C#N)C1c1ccccc1 (stereo unspecified)	.	-12.8	3.2	-8.1	5.0	29.7	-8.2	0.2	1.1
